Assay outcomes as filed in PubChem.
AmpC detergent: qHTS Inhibitors of AmpC Beta-Lactamase (assay with detergent) | 370,000 compounds, 0.041% hits | Potency, µM (highest dose often 114 µM), without a hit: top-dose activity change, negative = inhibition, usual class: inhibitors | AmpC hydrolysis of nitrocefin, absorbance 480 nm, 0.01% Triton | AID 485294, 2010 | P00811;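 further: potency means the concentration at half of the fitted maximal effect; 0% = no-compound wells and -100% = no-enzyme wells; nearly all actives have a fitted effect of over 25% in size; some results filed as inactive show a strong effect at the top dose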
Target sequence (P00811 whole entry, looked up): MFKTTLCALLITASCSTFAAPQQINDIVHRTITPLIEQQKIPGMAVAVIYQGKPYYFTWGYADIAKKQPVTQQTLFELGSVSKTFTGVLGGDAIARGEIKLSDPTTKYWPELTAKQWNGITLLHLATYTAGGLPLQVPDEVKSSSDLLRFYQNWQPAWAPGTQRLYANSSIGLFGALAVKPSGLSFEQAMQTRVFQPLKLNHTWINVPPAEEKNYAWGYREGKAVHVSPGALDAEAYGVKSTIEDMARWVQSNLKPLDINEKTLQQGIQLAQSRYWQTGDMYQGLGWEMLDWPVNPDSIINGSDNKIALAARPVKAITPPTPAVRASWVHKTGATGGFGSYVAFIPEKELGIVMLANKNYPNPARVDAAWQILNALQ
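20 mM phosphate pH 7.0 + 0.01% (detergent screen) or 0.0001% Triton X-100; 5.3 nM AmpC reagent; cpd preinc 15 min RT; nitrocefin (800 uM stock) to start; A480 q20 s × 4 min; Activity was normalised to no-enzyme and no-compound control wells.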
AMA1 RON2 block: qHTS for Inhibitors of AMA1-RON; Towards Development of Antimalarial Drug Lead: Primary Screen; 360,000 compounds, 0.2% hits; AlphaScreen AMA1-biotinylated RON2 peptide binding; Potency, µM (series often up to 58.2 µM), for inactives: at the highest dose activity change, negative = inhibition, actives largely listed as inhibitors;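 further: potency means the concentration at half of the fitted maximal effect; 0% = vehicle wells and -100% = peptide control; nearly all actives have a fitted effect of over 45% in size; some results filed as inactive show a strong effect at the top dose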
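AMA1 (3D7) with his tag at 25 nM final met compounds first, then biotinylated RON2 peptide at 25 nM; detection used donor plus acceptor beads, 10 µg/mL apiece, read by AlphaScreen after 30 min at room temperature.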
FBPA Giardia inh: qHTS Assay for Inhibitors of Fructose-1,6-bisphosphate Aldolase from Giardia Lamblia; purified Giardia FBPA; A8B2U2; AID 2451, 2010; Potency, µM (highest dose often 59.6 µM), without a hit: at the highest dose activity, negative = inhibition, usual class: inhibitors; 290,000 compounds, 0.71% hits; further: potency means the concentration at half of the fitted maximal effect; on the % scale 0 is the no-effect control and ±100 the full control effect; nearly all actives have a fitted effect of over 55% in size
Target sequence (A8B2U2 whole entry, looked up): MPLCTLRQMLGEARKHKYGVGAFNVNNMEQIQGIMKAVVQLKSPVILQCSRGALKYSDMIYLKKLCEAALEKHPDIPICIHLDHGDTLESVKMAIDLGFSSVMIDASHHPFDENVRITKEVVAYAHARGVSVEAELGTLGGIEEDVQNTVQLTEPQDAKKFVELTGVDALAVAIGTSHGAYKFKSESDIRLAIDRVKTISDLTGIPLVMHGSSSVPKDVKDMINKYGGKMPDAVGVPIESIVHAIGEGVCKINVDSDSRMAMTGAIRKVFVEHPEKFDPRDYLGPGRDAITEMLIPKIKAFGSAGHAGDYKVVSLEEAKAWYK
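Giardia FBPA (40 nM reagent) was preincubated 10 min at RT with compound (up to 57.5 uM final), then substrate plus GAPDH/TPI/NAD/arsenate coupling system with diaphorase/resazurin was added; resorufin fluorescence (525/598 nm) was read after 20 min.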
Shiga inhibitor: A qHTS for Small Molecule Inhibitors of Shiga Toxin. 290,000 compounds, 9.2% hits. Vero cells, Shiga toxin protein synthesis inhibition reporter. inhibition, % at 38.7 µM; in the data active means inhibition mostly above about 28%, no sharp cut-off; inactive means mostly below about 43%; further: 0% is about no effect
HCMV antiviral: qHTS Assay for inhibitors of the human cytomegalovirus (HCMV); HFF cells, HCMV-luciferase reporter, 72 h; stronger effect = lower value; activity change, negative = inhibition, % at 57.5 µM; 410,000 compounds, 4.5% hits; AID 1259415, 2018; in the data active means activity change below about -60%; inconclusive means no clear call, values can overlap the other calls; inactive means above about -39%; further: on the % scale 0 is the no-effect control and ±100 the full control effect
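HFF cells seeded 16 h at 37C, treated with compounds, infected with luciferase-reporter HCMV at MOI 1 PFU/cell; luciferase read at 72 h post infection, normalized to buffer-only and Salinomycin controls.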
Cycloheximide cs: Cycloheximide Counterscreen for Small Molecule Inhibitors of Shiga Toxin; AID 2314, 2010; 300,000 compounds, 12% hits; max response, %; cell reporter, cycloheximide protein synthesis inhibition counterscreen; in the data active means max response mostly above about 13%, no sharp cut-off; inactive means mostly below about 14%; further: read at 38.3 µM for the half of the compounds with a filed dose; 0% is about no effect
AmpC inh no detg: qHTS Inhibitors of AmpC Beta-Lactamase (assay without detergent); 330,000 compounds, 0.52% hits; AID 485341, 2010; Potency, µM (top dose mostly 57.1 µM), without a hit: top-dose activity change, negative = inhibition, hits mostly inhibitors; P00811; AmpC nitrocefin hydrolysis, absorbance 480 nm, 0.0001% Triton;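 further: potency means the concentration at half of the fitted maximal effect; plate controls were no compound for no effect and no enzyme for full effect; nearly all actives have a fitted effect of over 20% in size; some results filed as inactive show a strong effect at the top dose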
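AmpC (5.3 nM in the dispensed reagent) in 20 mM phosphate pH 7.0 with 0.01% (detergent screen) or 0.0001% Triton X-100 was preincubated with compounds for 15 min at room temperature. Nitrocefin was then added from an 800 uM solution, and hydrolysis was followed at 480 nm.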
Active calls of the source: *; ? = inconclusive; . = not tested or not shown; [ ] = another dose, or the depositor's remark. Unless noted, the call rests on the fitted dose curve; in most records, active means well fitted curve in the direction sought with a large enough effect; inconclusive means small, poorly fitted or top-dose-only effect, or another doubt; inactive means no such curve, though single readings can be large; an effect the other way counts as inactive or inconclusive.

SMILES	AmpC detergent	AMA1 RON2 block	FBPA Giardia inh	Shiga inhibitor	HCMV antiviral	Cycloheximide cs	AmpC inh no detg
COC(=O)c1ccc2nc(NC(=O)C(C)(C)C)sc2c1	-1%	5%	-1%	-7	-63*	-7	-5%
O=C(CSc1ncnc2ccccc12)NC1CCS(=O)(=O)C1 (stereo not given)	.	-23%	.	.	?	.	-26%
O=C(NNC(=O)c1cc2cc(OC(F)(F)F)ccc2[nH]1)c1cccc(C(F)(F)F)c1	3%	80%[activator]	8%	-8	-25	-1	-38%
O=C(Cn1nc(C(F)F)cc1C1CC1)N1CCCC1	4%	-12%	.	-8	23	-6	-5%
COc1ccc(NC(=O)c2cc(S(=O)(=O)N3CCS(=O)(=O)CC3)ccc2Cl)cc1	-1%	9%	4%	-16	83	6	-7%
COc1cc(C)ccc1OCC(=O)NCC1CCCO1 (stereo not given)	.	13%	.	.	-4	.	-4%
Cc1cccc(N2C(=O)NC(=O)/C(=C\c3cc(C)n(-c4sc5c(c4C#N)CCCC5)c3C)C2=O)c1C	-7%	0%	-9%	-5	5	-2	32µM*
OC1CCCN(CC(O)COC(c2ccccc2)c2ccccc2)C1 (stereo not given)	1%	4%	?	3	3	-2	-1%
COC(=O)CN(c1nc(C)c(Br)c(OC)n1)S(=O)(=O)c1ccc(C)cc1	-16%	-27%	1%	-5	-6	-1	-4%
CN(C(=O)c1cccc(COc2ccc(Cl)cc2Cl)c1)c1ccccc1	-1%	23%	5%	185*	95	171*	6%
Cn1c(=O)c2c(nc(CN3CCN(C(=O)c4ccco4)CC3)n2CCc2ccccc2)n(C)c1=O	?	-30%	4%	-22	-3	-3	214%[activator]
CCOC(=O)N1CCN(C(=O)c2oc3ccc(S(=O)(=O)N(CC)CC)cc3c2C)CC1	-5%	5%	-5%	-4	-23	6	124%[activator]
CCC(=O)c1ccc(/C=C/c2nc3ccccc3n2C)o1	10%	16%	-11%	67*	37	30*	-9%
N#Cc1cccnc1N1CCC(C(N)=O)CC1	-4%	2%	5%	-5	-7	-2	-10%
Cc1ccc(C(=O)OCc2nc(N)nc(Nc3ccccc3C)n2)cc1	-10%	13%	-8%	-12	2	-1	1%
O=C(O)c1cc(-c2ccccc2)n(-c2ccc(Cl)cc2)n1	?	4%	5%	-8	0	-4	-37%
COC(=O)c1ccccc1NC(=O)c1sc(=S)n(C)c1N	-20%	-17%	-6%	26	15	-2	-15%
Cc1ccc(CNC(=O)CCc2nc(-c3cccs3)no2)cc1	?	24%	-3%	-13	-75*	-2	-8%
O=C(C[C@H]1C/C=C\C[C@H](Cc2ccc(F)cc2)C(=O)OC[C@@H]2CCCN2C1=O)N[C@H](CO)Cc1ccccc1	.	8%	.	.	11	.	182%[activator]
CCOC(=O)c1c(-c2ccccc2)csc1NC(=S)NC	-7%	75%[activator]	-1%	-16	0	-1	-21%
O=C(CSc1nnc(Cn2c(=O)sc3ccccc32)n1-c1ccccc1)N1CCCC1	?	-4%	4%	-3	-13	-3	-18%
COC(=O)C(C)N1C(=O)S/C(=C\c2cc(C)n(-c3ccccn3)c2C)C1=O (stereo not given)	3%	-13%	?	90*	-23	43*	100%[activator]
Cc1cc(NC(=O)CN2CCN(c3ccccn3)CC2)ccc1Br	-10%	15%	2%	-7	-12	-3	78%[activator]
CN1C(=O)/C(=C/c2cccc(Cl)c2)Sc2ccc(C(=O)N3CCCC3)cc21	-2%	0%	.	-1	-34	0	210%[activator]
Nc1ccccc1N=Nc1ccccc1N	2%	32µM*	5%	51*	-24	44*	-23%
COc1ccc(-n2c(SCC(=O)N3CCCC(C)C3)nnc2-c2cccnc2)cc1 (stereo not given)	?	-6%	2%	-19	-14	-6	23%
Nc1c(C(=O)Nc2ccc3c(c2)OCCO3)nnn1CCc1ccccc1	-10%	3%	-10%	56*	17	20*	-20%
CCn1c(C)c(C(C)=O)c(N2CCCC2)nc1=S	?	1%	-18%	-13	-38	-7	-16%
O=C(CSc1ccc(-c2ccc(Cl)cc2)nn1)Nc1ccc2c(c1)OCCO2	?	5%	-4%	-9	15	-3	-14%
Cc1[nH]n(-c2ccccc2)c(=O)c1/C=N/NC(=O)c1ccoc1C	0%	-3%	25%	125*	-100*	55*	-22%
C=CCn1c(O)c(C(CC)=NCCc2ccccc2)c(=O)[nH]c1=O	-7%	30%	3%	-18	144	-2	-19%
Cc1nc2cc(NC(=O)Nc3ccc(Br)cc3)ccc2o1	-1%	2%	-7%	99*	?	47*	-34%
O=c1[nH]c(NCc2ccco2)nnc1Cc1ccccc1Cl	-1%	12%	-1%	9	13	-2	.
COc1ccc(C(=O)c2ccc(Br)cc2)cc1	1%	4%	10%	-22	-16	-4	-18%
O=C(CCN1C(=O)c2ccccc2S1(=O)=O)N1CCN(c2ccccc2F)CC1	-7%	-5%	.	.	-6	.	25%
CC1=C(C(=O)OCC(C)C)C(c2ccccc2Cl)NC(=O)N1C (stereo not given)	?	0%	-5%	-8	?	6	37%
CCC(C)NCCOc1ccc(C(C)(C)c2ccccc2)cc1 (stereo not given)	9%	-13%	18µM*	-17	?	-4	27%
Cc1c(NC(=O)c2ccc(N3C(=O)C4C5C=CC(C5)C4C3=O)cc2)c(=O)n(-c2ccccc2)n1C (stereo not given)	1%	12%	0%	-24	37	-3	-1%
CC(Sc1nc(=O)cc(N)n1CCc1ccccc1)C(=O)NCc1ccccc1 (stereo not given)	0%	6%	2%	15	20	8	-2%
CC(=O)c1cc2c(cc1NC(=O)Cn1nc(-c3ccc(F)cc3)ccc1=O)OCO2	3%	-17%	4%	21	?	1	83%[activator]
CCOC(=O)C1(CC2CCCCO2)CCN(S(=O)(=O)c2ccccc2)CC1 (stereo not given)	-4%	2%	0%	-4	-5	-1	46%
Cc1cc(C(=O)Nc2ccncc2)ccc1[N+](=O)[O-]	-21%	5%	-1%	43	5	26*	-10%
O=C1CC(c2ccccc2)=NN1c1nc(-c2ccccc2)cs1	?	44%[activator]	16%	2	-22	8	-32%[11.4 µM]
CCSCCOC(=O)C1=C(C)NC(=O)NC1c1ccc2c(c1)OCO2 (stereo not given)	-5%	-6%	16%	-10	8	-3	-15%
COc1ccccc1-n1ccnc1SCC(=O)NCc1ccco1	2%	-1%	-1%	-7	5	0	-1%
CCn1nnnc1-c1ccc(OC)c(S(=O)(=O)Nc2ccc(OC)cc2)c1	-1%	0%	-2%	19	?	16	-22%
COc1ccc(C(C)(C)C)cc1NC(=O)C1CCCO1 (stereo not given)	?	15%	5%	-8	-37	5	3%
COc1ccccc1OCC#CCNC1CCCCC1C (stereo not given)	-2%	-4%	1.6µM*	-7	8	-4	7%
Cc1ccc(N=Nc2[nH]c3ccccc3c2O)cc1	?	2%	1%	152*	177	68*	-53%
COc1ccc(NS(=O)(=O)c2ccc3c(c2)NC(=O)CC(=O)N3)cc1OC	-2%	-2%	6%	-5	-38	12	-1%
(continued)
SMILES	AmpC detergent	AMA1 RON2 block	FBPA Giardia inh	Shiga inhibitor	HCMV antiviral	Cycloheximide cs	AmpC inh no detg
Cc1ccc(NC(=O)c2cc(NC(=O)CCCC(=O)O)ccc2Cl)cc1Cl	-5%	-13%	3%	20	?	3	-3%
O=C(CCN1C(=O)c2ccccc2C1=O)N1CCCCCC1	-3%	7%	4%	32	9	13*	-41%
CCOC(=O)C1=C(C)NC(C)=C(C(=O)OCC)C1C(=O)OCC(=O)NC1(C#N)CCCCC1	-5%	-8%	.	.	-24	.	41%
COCCN(C(=O)CCl)c1c(C)cccc1C	.	.	1%	8	.	-8	.
O=C(Nc1nc(-c2ccc(Oc3ccccc3)cc2)cs1)C1=COCCO1	-4%	-14%	0%	-12	-64*	5	-29%
COc1ccccc1-n1c(-c2ccccc2)nc2ccccc2c1=O	?	18%	-1%	-4	-4	-3	-12%
O=C(c1cc(-c2ccco2)nc2ccccc12)N1CCN(Cc2ccccc2)CC1	5%	-5%	.	.	-29	.	27%
COc1ccc(C2C3=C(CC(C)(C)CC3=O)OC(N)=C2[N+](=O)[O-])cc1 (stereo not given)	-3%	4%	0%	2	?	-5	-30%
COc1ccccc1NCC(=O)N/N=C/c1cccnc1	1%	51%[activator]	-17%	4	21	13	0%
Cc1cc2oc(C(=O)Nc3ccc(S(=O)(=O)N4CCCC(C)C4)cc3)cc(=O)c2cc1Cl (stereo not given)	-13%	15%[11.6 µM]	4%	-5	-18	-3	-42%

Among those listed so far, these contain bromine:
SMILES	AmpC detergent	AMA1 RON2 block	FBPA Giardia inh	Shiga inhibitor	HCMV antiviral	Cycloheximide cs	AmpC inh no detg
COC(=O)CN(c1nc(C)c(Br)c(OC)n1)S(=O)(=O)c1ccc(C)cc1	-16%	-27%	1%	-5	-6	-1	-4%
Cc1cc(NC(=O)CN2CCN(c3ccccn3)CC2)ccc1Br	-10%	15%	2%	-7	-12	-3	78%[activator]
Cc1nc2cc(NC(=O)Nc3ccc(Br)cc3)ccc2o1	-1%	2%	-7%	99*	?	47*	-34%
COc1ccc(C(=O)c2ccc(Br)cc2)cc1	1%	4%	10%	-22	-16	-4	-18%

Carrying on:
SMILES	AmpC detergent	AMA1 RON2 block	FBPA Giardia inh	Shiga inhibitor	HCMV antiviral	Cycloheximide cs	AmpC inh no detg
O=C(OCC(=O)N1CCCC1)c1ccccc1C(=O)c1ccccc1	-6%	-13%	.	.	57	.	-2%
O=C1C(C=Nc2ccc(F)cc2)=C(O)c2ccccc21	9%	-10%	0%	134*	13	61*	-17%
Cc1c(C(=O)NC(C)c2ccncc2)oc2ccccc12 (stereo not given)	0%	1%	6%	-1	14	2	-12%
Cc1cccc(NC(=O)NCC2CC2)c1	-12%	9%	8%	37	52	14*	-18%
COc1cccc(C(=O)Nc2cc(NC(=O)c3cccs3)ccc2C)c1OC	4%	-5%	-5%	11	-4	2	-22%
COCCn1c(=NC(=O)/C=C/c2ccccc2Cl)sc2cc(NC(C)=O)ccc21	?	-7%	16%	2	-12	4	3%
COc1cc(NC(=O)CCn2c(=S)oc3ccccc32)cc(OC)c1OC	-20%	-1%	12%	-13	34	-3	-8%
O=S(=O)(NCc1cccnc1)c1cccn1-c1ncc(C(F)(F)F)cc1Cl	7%	22%	4%	-9	-61*	-1	13%
O=C(NCC1CCCO1)c1ccc2c(=O)n(-c3ccccc3)c(=S)[nH]c2c1 (stereo not given)	4%	35%[activator]	-14%	-8	-37	0	-4%
COc1cc(CN2CCN(CCOCCO)CC2)cc(OC)c1OC	?	-5%	-10%	-11	21	-8	-20%
COc1cc(OC)cc(C(=O)N/N=C\c2ccoc2)c1	1%	79%[activator]	-11%	12	36	9	-21%
Cc1ccc(N(CC(=O)N/N=C/c2ccc(OC3CSC3)cc2)S(=O)(=O)c2ccccc2)c(C)c1	0%	-21%	-6%	-5	-4	-6	-27%
Cc1cc(=O)[nH]c2c(C)c(Cl)ccc12	-20%	.	4%	5	.	-2	-2%
